Source: PubChem
S1P3 antagonist = S1P3 (human) receptor antagonism. 170,000 tested, 0.27% active. AID 485. CHO S1P3 NFAT-BLA reporter, FRET fluorescence, antagonist mode. inhibition, % at 4.98 µM;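 active means inhibition above the plate cutoff, the mean inhibition of test wells on that plate plus 3 SD, cut at about 28% in these data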;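 further: cells challenged with S1P at its EC80 of 0.8 µM; blue over green emission ratio from cleaved BLA substrate after 4 h stimulation; 0% = S1P-stimulated wells and 100% = unstimulated DMSO-only wells; some compounds past the cut are filed as inactive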
Target sequence (Q99500 whole entry, looked up): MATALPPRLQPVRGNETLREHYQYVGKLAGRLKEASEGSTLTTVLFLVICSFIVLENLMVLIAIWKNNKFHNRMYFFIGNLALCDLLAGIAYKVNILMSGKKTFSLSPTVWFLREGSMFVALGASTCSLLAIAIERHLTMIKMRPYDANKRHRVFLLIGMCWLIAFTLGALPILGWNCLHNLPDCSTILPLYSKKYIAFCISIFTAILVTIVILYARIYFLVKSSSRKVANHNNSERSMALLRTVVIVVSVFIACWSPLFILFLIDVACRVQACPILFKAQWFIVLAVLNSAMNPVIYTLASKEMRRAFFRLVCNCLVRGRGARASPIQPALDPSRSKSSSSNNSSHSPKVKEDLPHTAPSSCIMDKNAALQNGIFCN
L major viab = inhibitors of Leishmania major promastigote growth; Leishmania major promastigotes, resazurin fluorescence viability; inhibition, % at 10 µM; 200,000 tested, 9% active; AID 1063; in the data active means inhibition above about 50%;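 further: promastigotes grown with compound for 44 hours at 28 °C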
Efa HMGR inh = E. faecalis class II HMG-CoA reductase inhibition; purified E. faecalis HMGR, NADPH absorbance 340 nm kinetic; 190,000 tested, 0.41% active; inhibition, % at 10 µM;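 active means inhibition above a set limit, the median over all tested compounds plus 3 SD, cut at about 9.5% in these data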;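 further: enzyme runs in reverse so mevalonate oxidation gives rising NADPH absorbance; 0% = complete reaction with DMSO and 100% = background rate lacking mevalonate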
SRC2 TRFRET art = TR-FRET artefact, counter-screen to PPARgamma/SRC-2 agonist assay; AID 1049; 200,000 tested, 0.4% active; stronger effect = higher value; TR-FRET ratio at 8 µM; in the data active means TR-FRET ratio above about 2000; further: inactives centre near 1500; reference of the scale not given here
PPARg SRC-1 ag = PPARgamma-driven SRC-1 recruitment agonism; P37231; PPARgamma-SRC-1 coactivator recruitment biochemical assay; activation, % at 8 µM; 200,000 tested, 0.41% active; AID 631; in the data active means activation above about 19%;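 further: 0% = DMSO and 100% = reference agonist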
ROMK mod = human ROMK K+ channel modulation, primary screen; P48048; Tet-inducible ROMK, thallium flux fluorescence; actives lie on both sides; B-score at 10 µM; 130,000 tested, 2% active; AID 1918;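 active means signal ratio slope over the read window, or its plate-corrected B-score, at least 3 SD from the plate mean, either direction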;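 further: B-score of the F/F0 ratio slope over 7 to 12 s after thallium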
Target sequence (P48048 whole entry, looked up): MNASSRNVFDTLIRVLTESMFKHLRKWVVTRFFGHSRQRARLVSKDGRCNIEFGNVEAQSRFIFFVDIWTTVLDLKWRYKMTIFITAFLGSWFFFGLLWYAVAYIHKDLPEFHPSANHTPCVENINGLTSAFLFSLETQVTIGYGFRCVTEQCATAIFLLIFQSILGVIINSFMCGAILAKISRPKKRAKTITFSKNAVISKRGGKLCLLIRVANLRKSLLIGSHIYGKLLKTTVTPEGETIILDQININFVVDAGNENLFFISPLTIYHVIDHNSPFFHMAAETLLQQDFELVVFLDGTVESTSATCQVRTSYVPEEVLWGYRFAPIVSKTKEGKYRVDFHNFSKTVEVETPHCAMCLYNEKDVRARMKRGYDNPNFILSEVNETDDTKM
PPARg SRC3 recr = promotes SRC-3 coactivator recruitment by human PPARgamma | P37231 | biochemical PPARgamma/SRC-3 coactivator recruitment assay | activation, % at 8 µM | 200,000 tested, 0.26% active | AID 731; in the data active means activation above about 23%;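 further: 0% = DMSO and 100% = reference agonist; some compounds past the cut are filed as inactive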
DTT redox prof = compounds producing H2O2 with reducing agent – biochemical, NIH compound library profiling, artefact control for MLSCN library redox annotation, primary screen. DTT-dependent redox cycling H2O2, phenol red/HRP absorbance; 100% = 100 µM peroxide control, 0% = buffer. activation, % at 10 µM. 200,000 tested, 0.03% active. AID 878;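 active means activation of at least 50% relative to the plate's high and low controls in the primary single-dose screen; inactive means activation below 50%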;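 further: compound incubated with DTT at 0.8 mM final as the reducing agent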
bIAP inhibitor = intestinal alkaline phosphatase (bovine) inhibition. purified bovine IAP, CDP-star luminescence, 30 min. inhibition, % at 20 µM. 190,000 tested, under 10 active. AID 1019;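 active means over 50% inhibition of intestinal alkaline phosphatase at 20 µM in the single-dose screen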
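System: Purified bovine intestinal alkaline phosphatase (IAP) enzyme | Input: IAP diluted 1/65,000,000 in the well | Also added: CDP-star chemiluminescent phosphatase substrate, 30 µM final | Dosing: 20 µM single dose | Times: Enzyme reaction for 30 min at room temperature | Detection: Luminescence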
PPARg SRC2 recr = PPARgamma-driven SRC-2 recruitment agonism | PPARgamma LBD-SRC-2 recruitment, biochemical | activation, % at 8 µM | 200,000 tested, 0.34% active | AID 1032; in the data active means activation above about 22%;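 further: 0% = vehicle and 100% = reference agonist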
RAM inhibit = inhibitors of the yeast RAM network; inhibition, % at 50 µM; S. cerevisiae dse1pr::URA3 reporter, 5-FOA growth OD615, 2 d; analog-sensitive cbk1-as2 kinase mutant strain; AID 868; 190,000 tested, 1.8% active;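 active means inhibition above a set limit, 3 SD over mean compound inhibition, cut at about 8.4% in these data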;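 further: 0% = DMSO-only wells with no growth and 100% = 10 µM 1-NA-PP1 full growth; inhibition rescues growth on 5-FOA so higher OD means more RAM inhibition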
Active calls of the source: *; x = not tested or not shown.

A first look, 3 compounds:
SMILES	S1P3 antagonist	L major viab	Efa HMGR inh	SRC2 TRFRET art	PPARg SRC-1 ag	ROMK mod	PPARg SRC3 recr	DTT redox prof	bIAP inhibitor	PPARg SRC2 recr	RAM inhibit
O=C(Cn1nc(-c2ccccc2)ccc1=O)N1CCOCC1	-23	-7	x	1511	0	x	-5	-0.9	x	-6	x
COc1ccccc1C1=Nn2c(nnc2C2CCCCC2)SC1	-25	4	-4	1490	0	-0.18	-14	0.1	-2	-4	1.6
CCOC(=O)CN(C(=O)Cn1nnc2ccccc21)C(C(=O)NCCOC)c1ccccc1 (centres undefined)	-3	1	-3	1472	2	x	-13	3.0	-13	-7	0.1

The listing, from the first entry:
SMILES	S1P3 antagonist	L major viab	Efa HMGR inh	SRC2 TRFRET art	PPARg SRC-1 ag	ROMK mod	PPARg SRC3 recr	DTT redox prof	bIAP inhibitor	PPARg SRC2 recr	RAM inhibit
O=C(Cn1nc(-c2ccccc2)ccc1=O)N1CCOCC1	-23	-7	x	1511	0	x	-5	-0.9	x	-6	x
COc1ccccc1C1=Nn2c(nnc2C2CCCCC2)SC1	-25	4	-4	1490	0	-0.18	-14	0.1	-2	-4	1.6
CCOC(=O)CN(C(=O)Cn1nnc2ccccc21)C(C(=O)NCCOC)c1ccccc1 (centres undefined)	-3	1	-3	1472	2	x	-13	3.0	-13	-7	0.1
COc1ccc(C(=O)NNC(=O)c2ccc(C)cc2)cc1S(=O)(=O)N1CCCC1	-24	-7	-8	1508	6	-0.074	1	-0.9	-31	2	1.0
Cc1nn(-c2ccccc2)c2sc(C(=O)OCc3nnc(-c4ccccc4)o3)cc12	x	-1	-4	1563	0	0.22	0	0.1	-1	1	6.3
Cc1cccc(N2CC(C(=O)Nc3ccc4c(c3)OCO4)CC2=O)c1C (centres undefined)	22	25	2	1581	4	x	6	0.8	0	7	-0.8
Cc1cccc(C)c1NC(=O)C(c1ccccc1)N1CC(=O)Nc2ccccc21 (centres undefined)	-28	57*	-2	1653	4	-0.54	4	-0.3	-7	9	0.4
C=C(C)Cn1c(SCC(=O)O)nnc1-c1ccccc1	x	-1	1	1346	-9	-0.29	11	0.2	10	-6	0.2
COc1cc(C2=NOC(C(=O)Nc3ccc(C)cc3)C2)cc(OC)c1OC (centres undefined)	-39	2	-4	1614	7	x	3	1.6	9	-4	2.2
CCS(=O)(=O)NCc1cn2ccsc2n1	2	-4	1	1438	6	x	1	1.4	-5	-1	0.7
C/C(=N/NC(=O)c1cccs1)c1ccc(N2CCOCC2)cc1	2	-4	0	1524	-2	-0.33	2	-0.1	12	3	0.4
Cc1ccc(OCCOC(=O)Nc2ccccc2)cc1	17	-2	-8	1655	-2	-1.5	2	0.0	-24	-6	1.3
Cc1cc(C)c2[nH]c(=O)c(CN(CC3CCCO3)C(=S)Nc3ccccc3)cc2c1 (centres undefined)	-14	15	6	1833	6	-0.26	4	0.4	0	14	6.6
CC(C)COc1ccc(C(=O)Nc2ccc(SC(F)F)cc2)cc1	-1	52*	-2	1612	-3	x	8	0.8	8	0	3.2
Cc1cc(C)n2nc(N)c(N=Nc3cccc(Cl)c3)c2n1	-19	-3	-3	1352	6	-0.23	6	0.6	4	5	8.3
CCOC(=O)c1sc(-c2ccccc2)nc1C	-17	-2	0	1437	-2	0.29	1	-0.7	-12	9	-0.5
O=C(Nc1ccc(SC(F)F)cc1)c1ccccc1F	0	1	-9	1588	6	0.35	5	-4.1	0	4	3.2
Cc1ccccc1/C=C1\CCCc2ccccc2C1=O	x	3	1	1543	2	x	4	1.7	8	12	-1.2
Cc1ccc(/C=C/C(=O)Nc2sc3c(c2C#N)CCCC3)o1	-9	-6	-3	1598	-3	x	0	0.2	17	-8	3.4
O=C1CC(N2CCC(c3nc4ccccc4o3)CC2)C(=O)N1 (centres undefined)	-6	-8	-5	1516	8	x	0	-0.3	-6	-3	1.6
COc1ccc(Br)cc1C(=O)Nc1cc(C)cc(C)c1	x	-2	-4	1478	5	x	-1	2.4	10	10	3.9
CCN(C(=O)COC(=O)c1ccc(Cl)cc1N)C1CCCCC1	-26	-1	0	1551	6	-0.76	-1	-2.0	-2	4	1.1
CCOC(=O)N1CCC(NC(=O)c2ccc3c(c2)ncn3C2CCCC2)CC1	2	-2	2	1489	-3	-0.42	-2	0.0	-1	5	0.0
O=C(CCN1C(=O)C2C3C=CC(C3)C2C1=O)Nc1ccccc1 (centres undefined)	-9	-4	-1	1712	10	-0.28	3	-1.7	-14	14	3.9
Cc1cc(=O)oc2cc(N3C(=O)CC(Cc4ccccc4)C3=O)ccc12 (centres undefined)	-19	-5	-2	1554	1	0.13	0	5.1	-3	7	1.5
O=C(O)COc1ccc(Oc2ccccc2)cc1	-23	-9	-2	1577	3	x	3	0.0	11	5	-0.7
COc1cc(/C=C(\C#N)c2ccccn2)ccc1OCC(=O)Nc1cccc(C(F)(F)F)c1	-2	4	-2	1633	-1	0.18	-1	-0.3	7	14	8.1
CCc1cccc(C)c1NC(=O)CN(C)Cc1ccc(Br)cc1	-4	22	-9	1463	-9	-0.48	-4	0.4	-20	4	-0.9
Cc1nn(CCC(N)=S)c2nc(-c3cccs3)cc(C(F)(F)F)c12	0	1	-1	1619	12	0.098	1	0.4	-6	2	2.5
O=C(NC1CCCC1)C(c1ccc(Cl)cc1)N1CCOCC1 (centres undefined)	0	23	-3	1489	0	x	1	-0.1	-3	-5	-1.4
Cc1c(CCOC(=O)c2cc([N+](=O)[O-])cc([N+](=O)[O-])c2)sc[n+]1CCCCS(=O)(=O)[O-]	-3	-11	-5	1316	-4	0.013	4	-2.2	-5	-5	0.4
O=C(O)C(=O)/C(=C\c1ccc(Cl)cc1)c1ccc2ccccc2n1	-4	0	0	1291	10	-0.42	-4	0.6	-7	-2	2.4
C/C(N)=C(/C#N)C(=O)COC(=O)CC1CCCC1	10	-1	x	1725	-3	0.21	0	-0.1	16	12	x
O=C(CCN1CCN(CCO)CC1)Nc1ccc(F)c(F)c1	-10	-7	-2	1447	3	x	-3	-2.7	5	-1	0.7
CN1CCN(C(=S)Nc2ccc(Cl)c(Cl)c2)CC1	-15	67*	0	1569	-5	-0.81	3	-0.7	0	7	0.1
COCCN1Cc2cccc(C(=O)NCc3cccnc3)c2C1=O	-34	-7	1	1708	1	x	0	-3.2	11	9	1.0
COc1cccc(OCCNS(=O)(=O)c2cccc([N+](=O)[O-])c2)c1	-12	-5	-11	1464	2	-0.62	-1	-0.1	9	1	0.1
OC12CCCCC1C(c1ccc3c(c1)OCO3)N(Cc1cccc(F)c1)CC2 (centres undefined)	-20	11	-1	1270	2	-1.3	-17	4.2	-4	-1	1.1
Cc1ccc(S(=O)(=O)CCSc2nc(C)cc(C(F)(F)F)c2C#N)cc1	x	7	0	1646	2	-0.026	8	-1.9	11	6	10*
CCN(C(=O)CN1C(=S)NC(C)(C)CC1C)c1ccc(C)c(C)c1 (centres undefined)	-3	6	-5	1592	-2	-0.43	-1	-1.8	22	-2	2.5
Cc1ccccc1NC(=S)NCc1cccn1C	-6	-2	-1	1820	2	0.71	4	-0.3	0	2	1.0
c1cnc2ccc(C(c3nnnn3C3CCCC3)N3CCN(c4nc5ccccc5s4)CC3)cc2c1 (centres undefined)	18	89*	-4	1757	2	x	16	0.8	9	-1	0.4
O=C(Nc1cccc(Cl)c1)c1ccc2c(=O)n3c(nc2c1)CCCCC3	50	10	-1	1449	-1	0.35	-14	0.1	-4	-4	-0.7
NC(=O)c1c(C(F)(F)F)cc(-c2ccccc2)nc1NCCO	5	-6	-3	1616	2	-0.13	-9	0.9	7	3	-0.9
O=[N+]([O-])c1ccccc1CSc1nnc2ccccn12	-11	-2	-6	1693	1	0.35	2	-1.6	4	8	0.8
NC(=O)c1nnn(-c2nonc2N)c1-c1ccc([N+](=O)[O-])cc1	-26	-7	4	1466	0	x	2	-0.9	1	-2	0.7
CNc1nccc(-c2ccc(F)cc2)c1C#N	-17	6	-2	1396	0	-0.2	-4	-0.7	-10	-2	2.9
CC1(C)Cc2cccc(OCC(=O)Nc3cc(C(F)(F)F)ccc3N3CCOCC3)c2O1	x	20	0	1671	3	0.33	7	0.0	-10	5	2.4
NS(=O)(=O)c1ccc(CCNC(=O)CSc2nc3ccsc3c(=O)n2CC2CCC(C(=O)O)CC2)cc1 (centres undefined)	-22	-4	-5	1660	-5	1.6	-4	-0.1	-6	4	1.1
CC(Nc1ccc2c(c1)OCCO2)C(=O)N1CCc2ccccc21 (centres undefined)	-3	-1	-2	1443	-5	0.47	-2	-1.6	-6	6	0.0

New compounds follow
SMILES	S1P3 antagonist	L major viab	Efa HMGR inh	SRC2 TRFRET art	PPARg SRC-1 ag	ROMK mod	PPARg SRC3 recr	DTT redox prof	bIAP inhibitor	PPARg SRC2 recr	RAM inhibit
O=C(c1cccs1)N1N=C(c2ccccc2)CC1c1ccccc1O (centres undefined)	-8	32	-8	1454	-6	-0.95	-4	-0.5	10	-1	1.6
CCCCNC(=O)COC(=O)c1ccc(C)c(NC(=O)c2ccco2)c1	-8	49	-7	1434	-7	0.017	1	0.0	9	-3	3.1
Nc1cc(=O)[nH]c(SCC(=O)Nc2ccccc2Sc2ccccc2)n1	-1	-2	3	1627	2	-0.12	0	-0.7	1	3	1.3
O/N=C/c1cc(Cl)ccc1OCc1ccccc1Cl	x	-1	0	1708	6	0.82	10	-0.3	21	7	2.2
CCc1cccc(NC(=O)C2CCCN(S(=O)(=O)c3c(C)[nH]c(=O)[nH]c3=O)C2)c1 (centres undefined)	x	-4	-3	1727	10	1.1	10	-0.1	5	8	3.4
CC1=NN(c2ccc(C)cc2)C(=O)/C1=C\C=C\c1ccccc1	-6	100*	-5	1331	-9	0.55	2	-0.2	1	9	2.3
CN(C)S(=O)(=O)c1cc(NC2CC(=O)N(c3ccc(F)cc3)C2=O)ccc1Cl (centres undefined)	-8	2	2	1556	3	0.63	4	-0.5	-4	-6	1.1
COc1ccc(CNC(=O)c2ccc(CNc3c(NC4CCCCC4)c(=O)c3=O)cc2)cc1	-5	-7	-3	1371	3	0.19	-1	1.4	20	-2	3.5
COc1ccc2nc(SCC(=O)N3CCCCC3)c(C#N)cc2c1	-5	58*	-5	1479	4	x	4	0.0	5	-3	4.7
Fc1ccccc1C1c2cccn2CCN1C(=S)Nc1cccc(Br)c1 (centres undefined)	27	3	-1	1563	-4	-0.82	2	-0.1	2	0	0.7
CCNc1nc(NC(C)C)nc(N(C#N)CC(=O)OC)n1	3	0	2	1305	4	x	-1	-0.6	1	-2	1.9
Nc1nc(-c2cccs2)c(CC(=O)O)s1	-17	-8	7	1736	12	-0.32	4	-0.9	4	3	2.9
